POLH inh – blocks human DNA polymerase eta activity | Potency, µM (doses to about 114 µM), for inactives: at the highest dose activity change, negative = inhibition, most hits filed as inhibitors | recombinant Pol eta, fluorescent DNA replication assay | 390,000 tested, 1.2% active; note: potency is the fitted concentration of half-maximal effect; % is set by controls: 0 for no effect and ±100 for the full control effect
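Pol eta at 10 nM preincubated with compounds 15 min at room temperature; reaction started with fluorescent substrate (50 nM final) and read kinetically at 0 and 10 min.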
ERG-DNA inh – ERG Ets/DNA interaction inhibition; 370,000 tested, 0.028% active; fluorescence polarization, His-ERG Ets domain / labelled DNA; Potency, µM (highest dose often 76.9 µM), inactives show at the highest dose FP activity, negative = inhibition, usual class: inhibitors; active = well fitted inhibition curve with a large enough effect in the polarisation, with a control signal flat; inconclusive = small, poorly fitted or top-dose-only effect, or effect the other way, or a change in a side signal; inactive = no such curve, though single readings can be large or run the other way; the % refers to the polarisation;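 note: polarization taken with two DNA probes labelled with fluorescein and Texas red; potency is the fitted concentration of half-maximal effect; % of control where 0% means no effect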
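His-tagged ERG Ets domain (1 uM in the protein solution; 300mM KCl, 50mM Tris-HCl, 1mM EDTA, 1mM DTT, pH 7.5) received compound, then a probe mix of 5 nM fluorescein-DNA and 100nM Texas-615-DNA. Fluorescence polarization was read for both dyes.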
ALOX12 inh – blocks human arachidonate 12S-lipoxygenase | P18054 | purified 12hLO, xylenol orange hydroperoxide absorbance | Potency, µM (doses to about 108 µM), inactives show at the highest dose activity change, negative = inhibition, usual class: inhibitors | 580,000 tested, 1.1% active | AID 1671190; note: potency is the fitted concentration of half-maximal effect; % is set by controls: 0 for no effect and ±100 for the full control effect
Target sequence (P18054 whole entry, looked up): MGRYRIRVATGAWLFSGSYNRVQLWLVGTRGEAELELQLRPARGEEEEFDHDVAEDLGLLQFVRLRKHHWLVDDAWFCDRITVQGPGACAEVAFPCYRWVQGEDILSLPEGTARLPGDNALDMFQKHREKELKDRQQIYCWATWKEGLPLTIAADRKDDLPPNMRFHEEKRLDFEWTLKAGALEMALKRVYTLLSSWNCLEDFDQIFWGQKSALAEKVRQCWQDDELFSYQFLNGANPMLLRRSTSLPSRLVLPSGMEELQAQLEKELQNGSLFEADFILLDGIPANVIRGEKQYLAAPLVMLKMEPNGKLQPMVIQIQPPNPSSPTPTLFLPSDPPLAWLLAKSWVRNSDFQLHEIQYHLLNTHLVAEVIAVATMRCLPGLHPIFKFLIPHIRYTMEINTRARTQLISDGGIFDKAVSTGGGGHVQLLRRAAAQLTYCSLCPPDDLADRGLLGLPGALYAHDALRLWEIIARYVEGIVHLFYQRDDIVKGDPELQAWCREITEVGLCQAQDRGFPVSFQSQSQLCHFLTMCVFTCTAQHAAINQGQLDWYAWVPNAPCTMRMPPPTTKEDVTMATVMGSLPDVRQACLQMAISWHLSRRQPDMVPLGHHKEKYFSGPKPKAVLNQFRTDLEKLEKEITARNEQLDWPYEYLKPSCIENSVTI
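Purified human 12hLO at 150 nM in 25 mM Hepes, 0.01% Triton X-100, pH 7.0, preincubated 15 min at room temperature with compound. Reaction started with 40 uM arachidonic acid, 30 min at room temperature. Hydroperoxide measured by Fe-xylenol orange, 573/405 nm absorbance ratio.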
LDHA inh – inhibitors of human lactate dehydrogenase A | P00338 | activity change, % (values are at about 110 or 230 µM) | AID 1347041 | 480,000 tested, 0.15% active | purified LDHA, NADH/diaphorase-resazurin fluorescence; active compounds read low; in the data active = activity change below about -30%; inconclusive = mostly about -25% to -30%;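 note: plate controls were DMSO wells for no effect and wells without enzyme for full effect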
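Human LDH5 (2 nM) was incubated with 0.06 mM NADH and 0.2 mM pyruvate for 5 min at room temperature in Tris pH 7.4. Remaining NADH was coupled through diaphorase/resazurin, and resorufin fluorescence was read at 0 and 20 min.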
POLK inh – DNA polymerase kappa (human) inhibition; Q9UBT6; purified Pol kappa, fluorescent DNA synthesis assay, 10 min; 400,000 tested, 0.53% active; AID 588579; Potency, µM (titrated, usually from 107 µM), for inactives: at the top dose activity, negative = inhibition, most hits filed as inhibitors; note: potency is the fitted concentration of half-maximal effect; % is set by controls: 0 for no effect and ±100 for the full control effect
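Inhibition of 10 nM Pol kappa is measured by a fluorescent read-out at 0 and 10 min following addition of 50 nM substrate (final), with a 15-min room-temperature compound preincubation.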
Anesthetic bind – candidate novel general anesthetic via apoferritin binding | P02791 | apoferritin/1-aminoanthracene competitive binding, fluorescence | Potency, µM (highest dose often 77.5 µM), without a hit: at the highest dose activity change, negative = displacement, usual class: inhibitors | 350,000 tested, 0.074% active; note: potency is the fitted concentration of half-maximal effect; % is set by controls: 0 for no effect and ±100 for the full control effect; nearly all actives have a fitted effect of over 20% in size
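In PBS, apoferritin at 10 uM is loaded with 1-AMA from a 50% saturated solution. After 10 min of compound exposure at ambient temperature, reduced 535 nm fluorescence indicates probe displacement.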
RGS4 inhibitor – blocks human RGS4-accelerated GTP hydrolysis; Transcreener GDP fluorescence polarization, RGS4-accelerated GTP hydrolysis; Potency, µM (titrated, usually from 114 µM), for the others: top-dose activity change, negative = inhibition, actives largely listed as inhibitors; 390,000 tested, 0.039% active; AID 504845; note: potency is the fitted concentration of half-maximal effect; % is set by controls: 0 for no effect and ±100 for the full control effect; nearly all actives have a fitted effect of over 75% in size; some results filed as inactive show a strong effect at the top dose
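MLSMR compounds (23 nl, pin-transferred) preincubated 10 min at room temperature with a 500nM (2x) first reagent, then RGS4 at 900nM (2x) plus Transcreener GDP mix added; fluorescence polarization (620/688 nm) read before and after 90 min at 30 °C.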
APE1 inh – blocks human APE1 abasic DNA cleavage; recombinant APE1, TAMRA/BHQ-2 abasic DNA cleavage fluorescence; 350,000 tested, 0.35% active; AID 2517; Potency, µM (highest dose often 65.8 µM), without a hit: at the top dose activity change, negative = inhibition, hits mostly inhibitors; P27695;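 note: potency is the fitted concentration of half-maximal effect; plate controls were vehicle for no effect and reference inhibitor for full effect; nearly all actives have a fitted effect of over 55% in size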
Target sequence (P27695 whole entry, looked up): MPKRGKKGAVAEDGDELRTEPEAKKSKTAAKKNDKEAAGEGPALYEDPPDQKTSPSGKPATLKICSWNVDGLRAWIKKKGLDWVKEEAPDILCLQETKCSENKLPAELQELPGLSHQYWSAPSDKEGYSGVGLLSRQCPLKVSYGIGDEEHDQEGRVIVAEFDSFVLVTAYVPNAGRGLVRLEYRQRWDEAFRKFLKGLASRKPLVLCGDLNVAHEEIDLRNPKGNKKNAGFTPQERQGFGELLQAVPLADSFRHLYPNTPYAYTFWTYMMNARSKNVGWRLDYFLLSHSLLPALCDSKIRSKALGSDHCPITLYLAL
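Incision of a quenched TAMRA/BHQ-2 THF abasic-site duplex (50 nM) by 0.75 nM APE1, after 15 min compound preincubation, measured as fluorescence increase over three 60 s reads. Values normalized to buffer, DMSO and NSC13755 control wells.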
Pol beta inh – inhibitors of human DNA polymerase beta. P06746. Pol beta primer extension/strand displacement, fluorescence kinetic. Potency, µM (titrated, usually from 114 µM), inactives show at the highest dose activity change, negative = inhibition, hits mostly inhibitors. 340,000 tested, 1.3% active; note: potency is the fitted concentration of half-maximal effect; % is set by controls: 0 for no effect and ±100 for the full control effect
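Preincubation: enzyme (10 nM) with compound, 15 min, RT. Reaction: substrate added to 50 nM final. Reads: 0 and 10 min. Analysis: normalized, Hill fit.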
* hit, by the source's call; ? = inconclusive; / = no result given; & = joins results of further samples; [ ] = another dose, or the depositor's remark. Unless noted, calls come from the whole dose curve; as a rule, active = well fitted curve in the direction sought with a large enough effect; inconclusive = small, poorly fitted or top-dose-only effect, or another doubt; inactive = no such curve, though single readings can be large; an effect the other way counts as inactive or inconclusive. The list is partial (hit frequency here may not be typical).

Order of results: LDHA inh, POLK inh, Anesthetic bind, APE1 inh, ALOX12 inh, POLH inh, ERG-DNA inh, RGS4 inhibitor, Pol beta inh
1: Cc1ccc(C)c(OC(C)C(=O)Nc2nccs2)c1 (centres undefined)
 : 2, 5%, -9%, -12%, 11%, -13%, -1%, -19%, 6%
2: COC(=O)N/N=C/c1cn(Cc2c(Cl)cccc2Cl)c2ccccc12
 : -3, -10%, -6%, -3%, 7%, -26%, /, -30%, 0%
3: CCOc1ccc(OCCC(=O)Nc2ccc(F)cc2C)cc1
 : -1, 16%, -6%, 4%, -1%, -1%, 1%, -18%, 6%
4: CS(=O)(=O)n1nc(-c2ccco2)nc1NCc1ccccc1Cl
 : -11, -16%, 8%, /, ?, -9%, 0%, 0%, 18%
5: CC(C)c1ccc(NC(=O)CSC2=Nc3ccccc3C3=NC(CCC(=O)NCc4cccs4)C(=O)N23)cc1 (centres undefined)
 : -5, -6%[60.1 µM], ?, /, -3%, -14%, 7%, -1%, 11%
6: COc1cccc(/C=N/Nc2nccnc2Cl)c1O
 : 13, -6%, 58%[activator], -5%, -18%, -18%, -12%, 11%, -14%
7: O=c1oc(CCCO)cc2ccc(C#Cc3cccnc3)cc12
 : 1, 14%, /, 16%, -11%, -2%, -3%, -11%, /
8: COc1ccccc1NC(=O)CSc1nc2ccccc2c(=O)n1CCC(=O)NC1CCCCC1
 : 7, -9%[60.1 µM], 0%, /, -22%, 10%, -4%, -3%, 13%
9: COc1ccc(Nc2ncccc2C(=O)Nc2ccccc2)cc1
 : 10, -11%, ?, 2%, -21%, -2%, 0%, -42%[11.4 µM], -2%
10: O=C(CCS(=O)(=O)c1ccccc1)Nc1ccccc1-c1nc2ccccc2s1
 : -2, -5%, -11%, 1%, 0%, -2%, 13%, -1%, 31%
11: CC(=O)Nc1ccc(C(=O)NCC2CCCCC2)cc1
 : -7, -5%, -13%, -16%, /, -20%, 4%, 3%, 49%
12: CCc1ccc(NC(=O)c2sc3nc(-c4ccccc4)cn3c2C)cc1
 : -4, -2%[60.1 µM], -1%, /, -21%, 13%, -4%, -23%, 13%
13: Cc1noc(C)c1COC(=O)c1ccccc1Oc1ccccc1
 : -3, -9%, -16%, -4%, 0%, -3%, -1%, -17%, -6%
14: O=C(NCc1ccccc1)c1cc2sccc2n1Cc1ccc(Cl)cc1
 : -5, 4%, 42%[activator], /, -18%, -6%, 1%, 14%, 30%
15: CC1CCCCN1C(=O)N[C@@H](Cc1ccccc1)C(=O)O (some centres undefined)
 : -11, 7%, -3%, 2%, 22%, -5%, 2%, -2%, 0%
16: Cc1nn(C)c(C)c1/C=C/C(=O)c1ccc(Cl)cc1Cl
 : -14, -10%, -16%, 1%, -8%, 11%, -7%, -20%, 0%
17: O=C(N/N=C/c1ccccn1)c1cc(C2CC2)nc2ccccc12
 : 5, -3%, 6%, 27%, /, -15%, -5%, -3%, 7%
18: O=C(CCCSCCCC(=O)NN=Cc1ccccc1)NN=Cc1ccccc1
 : 1, -10%, /, /, -3%, -7%, 10%, -2%, /
19: S=C(Nc1cccc(Cl)c1Cl)N1CCC2(CC1)OCCO2
 : -2, -6%, -7%, 5%, -6%, -2%, 1%, -21%, 1%
20: O=C(NCC1c2ccccc2CCN1C(=O)CN1C(=O)c2ccccc2C1=O)C1CCCCC1 (centres undefined)
 : -2, -2%, ?, -2%, 0%, -15%, -2%, 30%, -1%
21: CCOCCn1c(=O)c2c(nc3n2CCN3c2ccc(CC)cc2)n(C)c1=O
 : -9, -5%, /, /, 3%, -5%, -11%, 11%, /
22: COc1ccc(CNC(=O)C2CCCN(S(=O)(=O)N3CCC(C)CC3)C2)c(OC)c1 (centres undefined)
 : 0, 18%, -2%, 77%[activator], 3%, -11%, 0%, -28%, 20%
23: CC(C)c1nc2ccc(C(=O)NCc3ccccc3Br)cc2o1
 : 1, -3%[60.1 µM], -4%, /, -12%, -13%, -6%, -48%, 10%
24: Cc1ccc2nc(NC(=O)CSc3nnc(C)c(=O)n3N)sc2c1
 : -15, -6%, -3%, 1%, -24%, 9%, -5%, 18%, 1%
25: COc1ccc(NC(=O)C2=CC(c3ccc(C)cc3)=NS(=O)(=O)N2C)cc1
 : -3, -5%, -20%, 0%, 1%, -11%, 1%, -15%, 7%
26: O=C(NCCN1CCN(c2ccccc2)CC1)Nc1cccc(Br)c1
 : -1&-2, -7%&0%, -16%&-5%, 4%, ?, -19%&-13%, 6%&-2%, -18%&9%, 6%&0%
27: COC(=O)c1ccccc1NC(=O)C1CCCN(c2ncnc3onc(C)c23)C1 (centres undefined)
 : -3, 5%, 2%, /, 0%, -7%, 1%, -13%, 30%
28: CC1Cc2ccccc2N1C(=O)c1ccc(N2CCCC2)c([N+](=O)[O-])c1 (centres undefined)
 : 0, -18%, -24%, 3%, -1%, -7%, -13%, 7%, -12%
29: CCN1CCN(c2ccc(N3CCN(S(=O)(=O)c4ccc(C)c([N+](=O)[O-])c4)CC3)nn2)CC1
 : -3, -5%, /, 5%, -22%, 1%, 1%, 2%, /
30: CCCCc1cc(=O)oc2cc(C)c(CN3CCCC3)c(O)c12
 : 11, ?, 6%, -12%, ?, 20µM*, 4%, -49%, 5µM*

Record cards, from the list above. Order of values: LDHA inh	POLK inh	Anesthetic bind	APE1 inh	ALOX12 inh	POLH inh	ERG-DNA inh	RGS4 inhibitor	Pol beta inh
CC1CCCCN1C(=O)N[C@@H](Cc1ccccc1)C(=O)O (some centres undefined) across the screens: -11	7%	-3%	2%	22%	-5%	2%	-2%	0%
CCN1CCN(c2ccc(N3CCN(S(=O)(=O)c4ccc(C)c([N+](=O)[O-])c4)CC3)nn2)CC1 across the screens: -3	-5%	/	5%	-22%	1%	1%	2%	/
O=C(CCS(=O)(=O)c1ccccc1)Nc1ccccc1-c1nc2ccccc2s1 across the screens: -2	-5%	-11%	1%	0%	-2%	13%	-1%	31%
CCOCCn1c(=O)c2c(nc3n2CCN3c2ccc(CC)cc2)n(C)c1=O across the screens: -9	-5%	/	/	3%	-5%	-11%	11%	/

The list goes on.
Order of results: LDHA inh, POLK inh, Anesthetic bind, APE1 inh, ALOX12 inh, POLH inh, ERG-DNA inh, RGS4 inhibitor, Pol beta inh
31: CCSc1nc2c([nH]c3ccccc32)c(=O)n1CC
 : -2, 1%[60.1 µM], -4%, /, -8%, 4%, 1%, 1%, 25%
32: COc1ccc(C(=O)Nc2ccc(S(=O)(=O)N(Cc3ccccc3)c3ccccc3)cc2)cc1
 : 0, -2%, 2%, /, -25%, -10%, 0%, 14%, 4%
33: O=C(Nc1ccccc1Br)c1cc(S(=O)(=O)NC2CCCCC2)ccc1F
 : -3, -9%[60.1 µM], 55%[activator], /, -14%, -13%, 0%, 17%, 2%
34: O=C(CN1C(=O)NC2(CCCCC2)C1=O)Nc1ccccc1N1CCCCC1
 : -5, -11%, /, 1%, 236%[activator], -4%, -5%, 17%, /
35: CCCn1c(CN(Cc2ccccc2)Cc2ccccc2)nc2c1c(=O)n(C)c(=O)n2C
 : 1&4, -8%, -3%, 11%, -13%, -10%, 3%, -25%, 5%
36: O=S(=O)(Cc1ccccc1)c1nc2ccccc2n1Cc1ccccn1
 : -6, 4%, -4%, -11%, 0%, 8%, 6%, 27%, 17%
37: COc1cccc(CNS(=O)(=O)c2csc(C(N)=O)c2)c1
 : -4, -2%, 6%, 55%[activator], 18%, 3%, 1%, 16%, 33%
38: CC1CC1C(=O)OCc1cc(=O)n2cc(Br)ccc2n1 (centres undefined)
 : -4, 1%, -18%, 0%, 75%[activator][57.4 µM], 6%, -1%, 15%, 2%
39: O=C(Cc1ccccc1)Nc1sc2c(c1C(=O)Nc1ccccc1Cl)CCCCC2
 : -1, -3%, 2%, /, -18%, -10%, -6%, -8%, 0%
40: O=C(Cn1c(C2CC2)nc2ccccc2c1=O)Nc1ccc(Br)cc1
 : -7, -5%, -12%, 3%, -14%, 11%, 4%, -49%, -1%
41: O=C(Nc1ccc2oc(-c3ccccc3F)nc2c1)c1ccc2c(c1)OCCO2
 : 7&-2, -1%, -8%, -3%, -5%&36%, -12%, 12%, 6%, ?
42: CC(C)CCn1c(=O)c2ccccc2c2ccccc2c1=O
 : 1, -1%, ?, 0%, -22%, ?, 12%, 4%, 0%
43: O=C(O)c1ccc(CNCc2cccc(Cl)c2)cc1
 : -1, 2%, 1%, -1%, -15%, -13%, 17%, 4%, 0%

Grouped by structure: the compounds so far with a nitro group on carbon.
Order of results: LDHA inh, POLK inh, Anesthetic bind, APE1 inh, ALOX12 inh, POLH inh, ERG-DNA inh, RGS4 inhibitor, Pol beta inh
28: CC1Cc2ccccc2N1C(=O)c1ccc(N2CCCC2)c([N+](=O)[O-])c1 (centres undefined)
 : 0, -18%, -24%, 3%, -1%, -7%, -13%, 7%, -12%
29: CCN1CCN(c2ccc(N3CCN(S(=O)(=O)c4ccc(C)c([N+](=O)[O-])c4)CC3)nn2)CC1
 : -3, -5%, /, 5%, -22%, 1%, 1%, 2%, /
